FBW7 activator – human FBW7 E3 ligase activation, primary screen; Q969H0; AlphaScreen FBW7–phospho-cyclin E peptide binding, activator screen; normalized activity (activation), % at 26.1 µM; actives 0.13% (n = 650,000); AID 1259310; in the data active = normalized activity above about 1.9%;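 note: purified mutant Fbw7 with reduced substrate affinity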
Target sequence (Q969H0 whole entry, looked up): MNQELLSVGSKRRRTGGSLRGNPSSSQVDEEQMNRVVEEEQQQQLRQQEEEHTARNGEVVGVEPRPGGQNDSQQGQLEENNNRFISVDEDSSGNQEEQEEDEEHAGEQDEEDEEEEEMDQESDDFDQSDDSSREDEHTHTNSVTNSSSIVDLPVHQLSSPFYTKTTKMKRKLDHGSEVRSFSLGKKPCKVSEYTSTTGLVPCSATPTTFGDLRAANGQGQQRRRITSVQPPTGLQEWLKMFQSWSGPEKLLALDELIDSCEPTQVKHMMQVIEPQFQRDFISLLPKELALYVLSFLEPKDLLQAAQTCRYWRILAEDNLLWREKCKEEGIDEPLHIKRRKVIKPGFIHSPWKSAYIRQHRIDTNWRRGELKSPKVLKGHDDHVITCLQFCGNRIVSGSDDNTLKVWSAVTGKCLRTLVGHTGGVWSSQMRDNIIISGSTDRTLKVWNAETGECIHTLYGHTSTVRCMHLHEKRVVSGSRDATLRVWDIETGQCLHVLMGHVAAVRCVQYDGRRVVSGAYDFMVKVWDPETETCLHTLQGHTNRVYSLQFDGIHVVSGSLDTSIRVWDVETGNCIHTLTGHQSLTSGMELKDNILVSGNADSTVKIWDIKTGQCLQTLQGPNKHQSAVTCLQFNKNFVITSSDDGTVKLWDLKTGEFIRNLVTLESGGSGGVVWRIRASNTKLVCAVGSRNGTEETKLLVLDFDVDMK
GPR151 ag – activates the human receptor GPR151. PathHunter beta-arrestin GPR151 cells, luminescence. activation, % at 11.2 µM. actives 1% (n = 650,000). AID 1508602; in the data active = activation above about 4.9%;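 note: 0% = median of compound wells and 100% = cells with positive control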
Target sequence (Q8TDV0 whole entry, looked up): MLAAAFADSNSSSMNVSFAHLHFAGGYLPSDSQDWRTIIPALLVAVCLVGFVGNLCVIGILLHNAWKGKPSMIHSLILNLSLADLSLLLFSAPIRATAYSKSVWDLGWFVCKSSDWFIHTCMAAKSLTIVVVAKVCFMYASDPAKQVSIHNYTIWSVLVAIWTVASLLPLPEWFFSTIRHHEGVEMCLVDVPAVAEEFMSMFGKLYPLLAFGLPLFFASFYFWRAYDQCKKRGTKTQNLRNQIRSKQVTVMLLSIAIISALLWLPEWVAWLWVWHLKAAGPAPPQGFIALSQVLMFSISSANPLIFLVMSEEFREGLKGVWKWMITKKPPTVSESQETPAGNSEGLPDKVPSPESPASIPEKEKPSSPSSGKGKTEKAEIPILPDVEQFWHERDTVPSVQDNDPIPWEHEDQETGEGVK
TEAD-YAP inh – TEAD-YAP interaction inhibition; inhibition, % at 9.12 µM; actives 1.4% (n = 640,000); HEK-TIYL cells, TEAD-Gal4/YAP UAS-luciferase luminescence; in the data active = inhibition above about 32%;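 note: 0% = median of test compound wells and 100% = reference inhibitor wells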
MITF inh – inhibitors of human MITF; O75030; inhibition, % at 2.6 µM; AID 1259374; actives 0.91% (n = 650,000); AlphaScreen MITF homodimerization, bead proximity signal; in the data active = inhibition above about 50%;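 note: 0% = vehicle wells with protein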
* = called active by the depositor.

SMILES	FBW7 activator	GPR151 ag	TEAD-YAP inh	MITF inh
O=C(COC(=O)c1cccs1)NCCc1ccccc1	0.1	-0.2	-0.8	8.3
O=C(Nn1c(SCc2cc(=O)n3ccccc3n2)nc2ccsc2c1=O)c1ccccc1	0.1	0.3	-25.1	-5.2
CN(C)CCCn1cnc2c(=O)oc3ccccc3c21	0.1	0.8	-3.0	11.7
O=C1CCCN1CCn1cnc2c(NC3CCN(Cc4ccccc4)CC3)nc(N3CCCC3CO)nc21 (configuration not stated)	-0.1	0.3	-0.7	7.1
CCOC(=O)c1cc2c(=O)n3ccccc3nc2n(CC(C)C)c1=NC(=O)c1ccccc1Br	-0.1	0.9	-5.6	-2.2
COCCCNCc1ccc(OCC(O)CN(C)Cc2ccccc2)cc1 (configuration not stated)	0.1	-1.2	-11.0	4.7
CCNS(=O)(=O)c1ccc(CCC(=O)N2CCc3ccccc3C2)cc1	0.1	1.2	4.8	12.5
CCCCN(C)c1ccc(C(=O)OC)cc1NC(=S)Nc1ccccc1OC	-0.1	-0.9	-19.3	3.0
O=C(COc1ccc(Cl)cc1)Nc1c2c(nn1-c1ccc(Cl)cc1)CSC2	-0.1	-0.3	-1.5	-7.0
CC(C)Cc1cc(C(=O)NCC2CCC3(CCN(Cc4cccnc4)CC3)O2)n[nH]1 (configuration not stated)	-0.1	-0.3	1.4	-8.9
CC(NC(=O)C(c1ccccc1)C1CCCCC1)c1nc(-c2ccncc2)n[nH]1 (configuration not stated)	-0.1	2.3	2.1	4.2
O=C(CCCc1nc2ccccc2c(=O)[nH]1)NCCc1ccccc1	0.1	-1.5	-4.1	31.1
COc1ccc(C(=O)/C=C/NCc2ccc(C)cc2)cc1	-0.2	-1.6	-15.0	-3.6
c1cnc(Nc2nc(Nc3ccc(N4CCOCC4)cc3)c3ncn(-c4ccsc4)c3n2)nc1	-0.2	1.2	51.1*	-0.6
COc1ccc(NC(=O)c2c(-c3ccccc3Cl)noc2C)cc1OC	0.0	-0.5	-5.8	-9.7
Nc1c(Cl)cc(-c2nc3ccccc3o2)cc1Cl	-0.1	0.0	-24.7	-4.0
NS(=O)(=O)c1ccc(NC(=O)CS)cc1	-0.3	0.1	-1.5	-5.2
COCCNC(=O)c1ccccc1I	0.0	-0.4	-2.0	0.9
Brc1ccc(/C=N/Nc2nncc(-c3ccccc3)n2)o1	0.0	-1.1	-8.2	-5.4
Cc1cc(NC(=O)c2ccc(CSc3ccccc3)o2)no1	0.1	-1.7	-16.2	0.2
Cc1ccc(S(C)(=O)=O)cc1C(=O)NCc1ccccn1	-0.1	-0.2	3.7	-0.4
O=C(Cc1ccccc1)Nc1ncc(Cc2cc(Cl)ccc2Cl)s1	0.2	0.3	-1.5	-0.5
COc1cccc2c1CC(c1nc3ccc(-c4cn[nH]c4)cc3c(=O)[nH]1)CO2 (configuration not stated)	-0.1	0.2	-11.7	-1.8
COC(=O)c1sc2ccc([N+](=O)[O-])cc2c1NC(=O)C(F)(OC)C(F)(F)F (configuration not stated)	0.2	1.0	1.2	-14.7
C=CCOC(=O)C1=C(C)NC(SCC(=O)Nc2ccc(C)cc2)=C(C#N)C1c1ccco1 (configuration not stated)	-0.1	0.8	-0.1	-8.2
CCC(C(=O)NCc1ccccc1OC)n1c(C)c2cnn(-c3ccccc3)c(=O)c2c1C (configuration not stated)	0.0	2.0	1.2	10.2
COc1cccc(C2NCCc3cc(OC)c(OC)cc32)c1 (configuration not stated)	0.0	0.1	11.4	-1.2
COCCN1CCC(N(C)C(C)c2cc(-c3ccccc3)n[nH]2)CCC1=O (configuration not stated)	0.0	-0.2	-3.4	8.6
Cc1ccccc1CS/C(Nc1ccccc1C)=C(\C#N)C(=O)NCc1cccs1	0.1	0.1	1.6	8.6
CCOc1cc(/C=C2\NC(=S)NC2=O)ccc1O	-0.1	0.9	4.6	-9.9

The last five records of the part before open the next one:
SMILES	FBW7 activator	GPR151 ag	TEAD-YAP inh	MITF inh
CCC(C(=O)NCc1ccccc1OC)n1c(C)c2cnn(-c3ccccc3)c(=O)c2c1C (configuration not stated)	0.0	2.0	1.2	10.2
COc1cccc(C2NCCc3cc(OC)c(OC)cc32)c1 (configuration not stated)	0.0	0.1	11.4	-1.2
COCCN1CCC(N(C)C(C)c2cc(-c3ccccc3)n[nH]2)CCC1=O (configuration not stated)	0.0	-0.2	-3.4	8.6
Cc1ccccc1CS/C(Nc1ccccc1C)=C(\C#N)C(=O)NCc1cccs1	0.1	0.1	1.6	8.6
CCOc1cc(/C=C2\NC(=S)NC2=O)ccc1O	-0.1	0.9	4.6	-9.9
COc1ccc(OC)c(NC(=O)c2cnccn2)c1	0.0	0.7	7.7	8.4
CC[C@H](Cn1nnc2ccccc2c1=O)NC(=O)Cc1ccccc1F	0.2	-0.6	-7.0	12.2
FC(F)(F)c1ccc2c(c1)NCC1CCCN21 (configuration not stated)	0.1	0.2	-0.8	20.6
CCOC(=O)c1c(CN2CCN(c3ccccc3C)CC2)oc2cc(Br)c(OC)cc12	-0.1	-0.4	14.4	6.8
COc1ccccc1N=Cc1c(O)n(-c2ccccc2Cl)c(=O)[nH]c1=O	0.0	-0.1	-3.5	11.8
COc1ccc(C(=O)C[n+]2cccc(C(=O)N/N=C/c3ccccc3O)c2)cc1	-0.5	-1.4	-16.6	43.7
CC(C)n1cnc2c(NCc3ccccc3)nc(Nc3cnccn3)nc21	0.5	1.2	24.0	4.0
COc1ccc(CC(=O)N2CCc3nc4ccncc4cc3C2)cc1OC	0.0	-0.4	-4.7	-0.2
CC1CN(C(=O)N2CCC(C(=O)Nc3ccccc3Cl)CC2)c2ccccc2O1 (configuration not stated)	-0.1	-2.3	-1.4	-8.8
CCCCNC(=O)CCc1c(C)nc2nc(C)nn2c1C	0.1	0.1	3.2	16.9
CC1CCC/C(=N\NS(=O)(=O)c2ccc(Cl)cc2)C1 (configuration not stated)	-0.1	-0.4	3.1	-13.0
COc1ccc2c(c1)C1NC(=S)NC(C)(O2)C1C(=O)Nc1ccc(C)cc1C (configuration not stated)	0.0	0.4	-9.8	9.9
O=C(Nc1nnc(CSCc2ccccc2F)s1)c1ccc([N+](=O)[O-])cc1	-0.1	-1.0	-0.4	1.0
N[C@H](C(=O)O)[C@H]1C[C@@H]1C(=O)O	-0.1	-0.7	-6.7	-8.6
COc1ccc(N(C(=O)c2ccc(-n3cnnn3)cc2)C2(C(=O)Nc3c(C)cccc3C)CCCC2)cc1	0.1	-1.2	-3.0	8.7
Cc1noc(C)c1-c1nccc(NCCOc2ccccc2)n1	-0.1	0.7	-16.8	11.6
O=S(=O)(Nc1cccc(-c2cn3ccsc3n2)c1)c1ccc2ccccc2c1	0.8	2.0	-1.8	7.6
CCC(Sc1nc2ccccc2c2nc(-c3ccccc3)nn12)C(=O)N1CCOCC1 (configuration not stated)	0.9	0.4	12.1	18.4
COc1ccccc1C(=O)OCc1nc(N)nc(Nc2ccccc2C)n1	0.1	1.5	-21.3	-7.1
Cn1c(=O)c2cc3c(nc2n(C)c1=O)CC(C)(C)CC3=O	0.0	0.0	9.3	-0.6

Filtered by structure, the entries above with a furan ring, fused or not (4)
SMILES	FBW7 activator	GPR151 ag	TEAD-YAP inh	MITF inh
Brc1ccc(/C=N/Nc2nncc(-c3ccccc3)n2)o1	0.0	-1.1	-8.2	-5.4
Cc1cc(NC(=O)c2ccc(CSc3ccccc3)o2)no1	0.1	-1.7	-16.2	0.2
C=CCOC(=O)C1=C(C)NC(SCC(=O)Nc2ccc(C)cc2)=C(C#N)C1c1ccco1 (configuration not stated)	-0.1	0.8	-0.1	-8.2
CCOC(=O)c1c(CN2CCN(c3ccccc3C)CC2)oc2cc(Br)c(OC)cc12	-0.1	-0.4	14.4	6.8

Next section:
SMILES	FBW7 activator	GPR151 ag	TEAD-YAP inh	MITF inh
CN(C)c1ccc(C(=O)c2ccc(N(C)C)c3ccccc23)cc1	-0.1	1.2	49.9*	0.9
CC(=O)OCC(=O)[C@@]1(O)[C@H](OC(C)=O)CC2C3CCC4=CC(=O)C=C[C@]4(C)[C@@]3(F)[C@@H](O)C[C@@]21C (some centres not stated)	-0.1	1.2	-3.7	-7.2
Cc1noc(C)c1S(=O)(=O)N1c2ccccc2CC1C (configuration not stated)	0.0	-1.4	-3.6	10.1
CCC(=O)NC(c1nnc2n1CCN(Cc1ccc(OC)c(C)c1)CC2)C(C)C (configuration not stated)	0.1	0.4	0.8	-3.7
CC(C)CS(=O)(=O)Nc1ccc2c(c1)N(C(=O)C(C)(C)C)CC2	0.2	1.1	-0.2	-1.1
C/C(CC(=O)Nc1ccc(Cl)c(C(F)(F)F)c1)=N\NC(=O)c1ccccc1O	1.6	-0.5	-12.3	16.8
CCN1CCN(CCCNC(=O)CNC(=O)c2nn(-c3ccc(OC)cc3)c(=O)c3ccccc23)CC1	-0.4	-1.0	-1.3	-16.2
CCN(CCN(C)C)Cc1ccc(Cl)cc1Cl	0.0	0.0	-6.2	55.7*
COc1cccc(-c2cncc(-c3ccc(CO)cc3)n2)c1	0.1	1.6	-69.7	0.9
Cc1ccc2[nH]c3c(c2c1)CCOC31CCN(CCCC#N)CC1	-0.6	1.4	-63.9	10.3
COc1ccc2nc(/C(C#N)=C\c3cccc([N+](=O)[O-])c3)[nH]c2c1	0.1	0.2	-12.8	5.6
COc1cccc(CN2CCNC(=O)C2CC(=O)NCCOC(C)C)c1OC (configuration not stated)	-0.1	0.7	-3.0	-1.2
CCOC(=O)N1CCN(CC(=O)c2ccc3cc[nH]c3c2)CC1	0.6	-2.6	6.5	10.2
COc1ccccc1C1C(C#N)=C(N)N(c2ncn[nH]2)C2=C1C(=O)CC(C)(C)C2 (configuration not stated)	-0.1	0.8	2.9	-6.0
CCOC(=O)C1=C(C)NC2=C(C(=O)CC(C)(C)C2)C1c1ccc2c(c1)OCO2 (configuration not stated)	-0.1	-0.7	6.0	1.3
S=C(Nc1ccc(Br)cc1)N(Cc1ccccc1)Cc1ccccc1	0.3	0.7	1.0	8.6
C=CCn1c(CCCNC(=O)CC)nc2ccccc21	0.0	1.5	1.9	5.2
c1ccc(CN2CCC(Nc3ccnc(N4CCC(N5CCOCC5)CC4)n3)CC2)cc1	0.1	-1.2	4.7	17.4
COc1cc(/C=C2\N=C(c3ccccc3)OC2=O)c(Br)cc1OC(C)=O	0.4	-1.0	10.3	11.2
O=C(Cn1ncc2ccc(Cl)cc21)N1CCCCC1	0.3	-1.2	4.9	2.2
Cc1c(C(=O)N/N=C\c2ccc([N+](=O)[O-])cc2)nnn1-c1nonc1N	1.2	-1.1	-5.1	19.2
O=C(CC1C(=O)NCCN1Cc1ccc(F)cc1Cl)NCCCc1ccccc1 (configuration not stated)	0.0	-0.4	22.5	-4.4
Cc1ccc(CNC(=O)c2ccc(Cn3nnc4ccsc4c3=O)cc2)cc1	0.2	0.6	9.3	19.5
CC(C(=O)N1CCOCC1)N1c2cccc3cccc(c23)S1(=O)=O (configuration not stated)	0.0	0.8	6.3	1.6
CN(C)c1cc2c(c(N(C)C)c1)C(=O)c1ccccc1C2=O	-0.9	-1.9	-1.3	54.2*
CN(C(=O)c1cccs1)C1(C)CCS(=O)(=O)C1 (configuration not stated)	0.3	1.3	-11.5	5.1
Cc1ccc(S(=O)(=O)Oc2ccc(/C=C3\SC(N)=NC3=O)cc2)cc1	0.1	-0.5	0.1	-3.0
Cc1ccc(OCC(=O)NCC(c2ccc(N(C)C)cc2)N2CCN(C)CC2)cc1 (configuration not stated)	0.0	0.2	-7.6	-0.3
CCOc1ccc(S(=O)(=O)Nc2cccc3ccccc23)cc1	0.1	0.1	17.6	-17.4
COCCCNC(=S)NNC(=O)c1ccoc1C	0.3	1.1	-2.1	4.5
COC(=O)c1ccc(-n2c(C)cc(/C=C(/C#N)C(=O)NCc3ccccc3)c2C)cc1	0.1	4.5	3.8	3.5
Cc1ccc(Cc2c(C)nc3c(C(=O)N4CCOCC4)cnn3c2C)cc1	-0.2	2.2	0.8	4.6
N#Cc1c(N)nc(SCC(=O)c2ccc(O)c(O)c2)c(C#N)c1-c1ccc(OCc2ccccc2)cc1	-0.1	-1.3	6.7	17.3
CN(Cc1ccno1)C1CCN(c2ccc(C(=O)NCc3ccc4c(c3)OCO4)cc2)CC1	-0.1	1.0	4.5	15.6
O=C(c1cccc(Cl)c1)N1CCCC(C(=O)N2CCc3ccccc3C2)C1 (configuration not stated)	0.0	-0.1	9.9	-1.0
OCCC1CN(Cc2cnc(-c3ccccc3)s2)CCN1Cc1cccs1 (configuration not stated)	-0.1	-1.3	-11.3	4.5
COc1ccc(S(=O)(=O)N(C)Cc2ccccc2)cc1C	0.0	11.2*	-2.9	3.6
CC(NC(=O)CCS(=O)(=O)c1ccc2c(c1)n(C)c(=O)c(=O)n2C)c1ccccc1 (configuration not stated)	0.1	-0.8	7.9	-0.8
COc1ccc(NC(=O)c2cccnc2N2CCCC2)cc1	0.4	-0.4	4.7	11.2
N#Cc1cccc(C(=O)N2CCC[C@H]2[C@H](O)c2nccs2)c1	0.0	-0.8	7.5	-8.6
O=C(NNC(=O)C1CC1(c1ccccc1)c1ccccc1)c1ccccc1 (configuration not stated)	-0.2	0.5	3.7	-2.6
CCOc1ccccc1/C=C1/C(=O)NC(=O)N(c2ccc(C)cc2)C1=O	0.1	-0.5	8.5	12.7
O=C(c1cccc(Br)c1)N1CCN(c2ccc(Cl)cc2[N+](=O)[O-])CC1	-0.3	0.9	1.3	8.9
O=C(Cc1ccc(Cl)cc1)Nc1ccc2oc(-c3ccccc3)nc2c1	0.0	-0.2	3.7	-1.2
CN/N=C/c1cc([N+](=O)[O-])ccc1N1CCCC1	0.0	-0.7	8.2	16.6
COc1ccc(-c2nc(C)c(CCNC(=O)C(=O)Nc3cccc(C)c3)s2)cc1OC	0.3	-0.9	-11.1	-8.3
COc1ccc(OCC(=O)Nc2cc(OC)ccc2OC)cc1	-0.1	0.4	-7.2	7.5

Screens from PubChem BioAssay.
